TbREL1 inh – TbREL1 inhibition, primary screen; 0.49% of 89,000 active; TbREL1 RNA ligation, FRET fluorescence; inhibition, % at 9.66 µM; P86926; AID 1117264;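 active = inhibition above the mean inhibition across all screened compounds plus 3 SD, cut at about 11% in these data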;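 note: 0% = plate median of test wells and 100% = NSC42067 control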
Target sequence (P86926 whole entry, looked up): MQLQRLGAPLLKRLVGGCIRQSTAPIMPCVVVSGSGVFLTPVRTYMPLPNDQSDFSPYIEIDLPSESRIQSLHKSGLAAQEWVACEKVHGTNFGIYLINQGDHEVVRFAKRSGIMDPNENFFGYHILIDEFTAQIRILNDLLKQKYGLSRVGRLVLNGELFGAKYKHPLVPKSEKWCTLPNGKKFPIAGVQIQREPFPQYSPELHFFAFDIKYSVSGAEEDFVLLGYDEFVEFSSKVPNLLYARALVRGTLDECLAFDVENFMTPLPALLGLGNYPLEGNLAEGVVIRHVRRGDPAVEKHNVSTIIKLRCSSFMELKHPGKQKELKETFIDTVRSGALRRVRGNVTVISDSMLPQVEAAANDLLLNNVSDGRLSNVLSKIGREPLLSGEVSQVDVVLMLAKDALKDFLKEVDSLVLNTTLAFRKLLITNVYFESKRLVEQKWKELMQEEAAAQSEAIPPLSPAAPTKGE
* marks the source's active call; other numbers are inactive results. An excerpt (hit frequency here may not be typical).

How did O=C(Cn1c(=O)oc2cc(S(=O)(=O)N3CCCC3)ccc21)NC1CCCCC1 do in these assays?
TbREL1 inh: -3

What do the screens show for `c1ccc(-n2c(SCc3cccc4ccccc34)nnc2-c2ccncc2)cc1`?
TbREL1 inh: 4

How did CCC(C)NC(=O)C1CCN(CCCc2ccccc2)CC1 (stereo not drawn) do in these assays?
TbREL1 inh: -3

How did COc1ccccc1-n1cnc2cc(NS(=O)(=O)c3ccc(Br)cc3)ccc21 do in these assays?
TbREL1 inh: 0

How did CN1CCN(CCCNC(=O)c2cn(C3CCCCC3)c(=O)c3c2c2ccccc2n3C)CC1 do in these assays?
TbREL1 inh: -1

Results for O=C(c1cc2c(cc1Br)OCCCO2)N1CCCCC1 ?
TbREL1 inh: -3

Results for O=C(NCc1cccnc1)O[C@H]1CC[C@@]23CCCN2C(=O)CCC[C@H]3C1 ?
TbREL1 inh: 5

Results for CC(C)c1ccccc1OCC(=O)Nc1cc(S(=O)(=O)N2CCOCC2)ccc1N1CCCC1 ?
TbREL1 inh: 2

Results for COc1ccc(N/C(=N/c2nc(C)cc(C)n2)NC(=O)Nc2ccc(Cl)c(Cl)c2)c(OC)c1 ?
TbREL1 inh: 0

How did CC(=O)OCC12COC3c4ccccc4OC(C)(CC1C)C3C2C (stereo not drawn) do in these assays?
TbREL1 inh: 1

What do the screens show for `O=C(NC1CCCCN(Cc2ccc(Cl)cc2)C1=O)c1ccc(-c2ccccc2)cc1` (stereo not drawn)?
TbREL1 inh: -1

Results for Cc1c(C)[n+](=O)c(-c2cccs2)c(C)n1[O-] ?
TbREL1 inh: 2

Results for CCOc1cc(/C=C/c2ccc3cccc([N+](=O)[O-])c3n2)cc(Cl)c1O ?
TbREL1 inh: -3

What do the screens show for `COc1ccc(S(=O)(=O)n2nc(OC(=O)c3cccs3)cc2N)cc1`?
TbREL1 inh: 1

What do the screens show for `COc1ccc(C(CC(=O)NC(C)c2ccc(-c3ccccc3)cc2)NC(C)=O)cc1` (stereo not drawn)?
TbREL1 inh: -3

Results for CCOc1ccc(/C=N/n2c(-c3n[nH]c4c3CCC4)n[nH]c2=S)cc1 ?
TbREL1 inh: -1

Results for Cc1ccc(CNC(=O)C2CNc3cc(C)ccc3O2)cc1 (stereo not drawn) ?
TbREL1 inh: -5

Results for CCCOc1ccc(C(=O)Nc2ccc3c(c2)OCO3)cc1 ?
TbREL1 inh: 1

How did CCOCc1cnc(C)nc1NCC(=O)c1c(C)[nH]c2ccccc12 do in these assays?
TbREL1 inh: -3

How did CC(C)(C)C1CCC(=NNc2ncc(C(F)(F)F)cc2Cl)CC1 (stereo not drawn) do in these assays?
TbREL1 inh: 7

Results for Cc1ccn(CC(=O)N/N=C/c2cc([N+](=O)[O-])ccc2O)n1 ?
TbREL1 inh: 8

What do the screens show for `CCCOC(=O)c1ccc(NC(=O)c2nc3nc(C)cc(C)n3n2)cc1`?
TbREL1 inh: -1

How did CCNC(=O)C1CCCN(C(=O)c2ccc(OC)cc2)CC1 (stereo not drawn) do in these assays?
TbREL1 inh: -2

How did Cc1cc2nc3n(c2cc1C)CC1CC(C(=O)NCC2CC2)N(C)C31 (stereo not drawn) do in these assays?
TbREL1 inh: 1

What do the screens show for `CC(=O)Nc1cc(-c2ccc(Cl)cc2)[nH]n1`?
TbREL1 inh: 1

Results for CC(=O)Nc1ccccc1-c1nc2ccc(C(=O)N3CCN(c4ccccc4)CC3)cc2[nH]c1=O ?
TbREL1 inh: -4

Results for Cc1cccc2nc(=S)n(C(=O)c3ccco3)n12 ?
TbREL1 inh: 0

What do the screens show for `O=S(=O)(NCCN1CCOCC1)c1cc(Cl)c(Cl)cc1Cl`?
TbREL1 inh: -1

What do the screens show for `CCC(C)NC(=O)COc1ccccc1[N+](=O)[O-]` (stereo not drawn)?
TbREL1 inh: 0

What do the screens show for `Cc1ccc(-c2cn(CCN)c(-c3ccc(Cl)nc3)n2)cc1`?
TbREL1 inh: 1

Results for N#CC1=C(N)OC2=C(CCc3ccccc32)C1c1ccccc1 (stereo not drawn) ?
TbREL1 inh: 2

How did CC(OC(=O)C1CC1C)C(=O)Nc1ncc(Cl)cc1Cl (stereo not drawn) do in these assays?
TbREL1 inh: 4

Results for Brc1ccc(CSc2ncnc3nc[nH]c23)cc1 ?
TbREL1 inh: 4

Results for C=CCc1c(C)nc2cc(-c3ccc(C)cc3)[nH]n2c1=O ?
TbREL1 inh: -1

What do the screens show for `CSc1ccc(C=Nn2c(-c3cc(C)[nH]n3)n[nH]c2=S)cc1`?
TbREL1 inh: -6

How did CCc1nc2ccc(C(=O)N(C)CC(=O)Nc3cccc(F)c3)cc2nc1CC do in these assays?
TbREL1 inh: 0

What do the screens show for `Cc1ccc(CNC(=O)CSc2c3c(nc4cc(Cl)ccc24)CCCC3)o1`?
TbREL1 inh: 4

Results for O=C(COC(=O)c1ccc(F)c(S(=O)(=O)N2CCOCC2)c1)NCc1ccc2c(c1)OCO2 ?
TbREL1 inh: 0

Results for Cc1cc2c(cc1C)CSC(c1ccccc1OC(=O)C(C)(C)C)SC2 ?
TbREL1 inh: 6

How did OC(CNCC1CCCO1)Cn1c2ccc(Br)cc2c2cc(Br)ccc21 (stereo not drawn) do in these assays?
TbREL1 inh: 8

Results for O=C(CSc1nnc2ccccn12)N1CCc2ccccc2C1 ?
TbREL1 inh: 3

How did O=C(CCNC(=O)c1ccccc1Cl)NCC(c1ccco1)N1CCCC1 (stereo not drawn) do in these assays?
TbREL1 inh: 4

Results for COc1ccc(-c2csc(N(CC3CCCO3)C(=O)c3ccc(C)cc3)n2)cc1 (stereo not drawn) ?
TbREL1 inh: -1

How did CC(OC(=O)/C=C/c1ccco1)C(=O)NC1CCCCC1C (stereo not drawn) do in these assays?
TbREL1 inh: 2

What do the screens show for `Cc1ccc(NC(=O)c2cnc(SCC(=O)NCC3CCCO3)n(C)c2=O)cc1C` (stereo not drawn)?
TbREL1 inh: -5

What do the screens show for `CCc1ccc(NC(=O)Cn2nc(C)c([N+](=O)[O-])c2C)cc1`?
TbREL1 inh: -3

What do the screens show for `CCN1CCN(C(=O)CN(CC)S(=O)(=O)c2ccc(Cl)cc2)CC1`?
TbREL1 inh: 1

Results for COc1cc(C(c2c(C)[nH][nH]c2=O)c2c(C)[nH][nH]c2=O)ccc1OCc1ccc([N+](=O)[O-])cc1 ?
TbREL1 inh: -4

How did O=C(COC(=O)c1c2ccccc2cc2ccccc12)Nc1ncc(C(F)(F)F)cc1Cl do in these assays?
TbREL1 inh: 0

How did CN(C)CCCNc1nc2cc(-c3ccccc3)sc2c(=O)n1C do in these assays?
TbREL1 inh: 3

How did Cc1ccc(-c2ccc(=O)n(CC(=O)Nc3cccc(C(=O)N4CCN(C)CC4)c3)n2)cc1 do in these assays?
TbREL1 inh: -1

Results for O=C(NCCCN1CCOCC1)c1cc(-c2ccco2)nc2ccccc12 ?
TbREL1 inh: 7

Results for COc1ccc(NC(=O)N2CCC(c3nc(-c4cccs4)no3)CC2)cc1 ?
TbREL1 inh: -4

Results for COc1ccccc1CCNC(=O)c1cnccn1 ?
TbREL1 inh: -2

Results for O=C(CCCn1c(=O)oc2ccccc21)N1CCN(c2ccccn2)CC1 ?
TbREL1 inh: 1

Results for COC(=O)[C@@]1(C(C)C)N=C(c2cc(OC)c(OC)c(OC)c2)[C@]2(O1)C(=O)N(Cc1cn(Cc3ccccc3)nn1)c1ccc(F)cc12 ?
TbREL1 inh: 3

Results for CCc1cccc2c(=O)c(C(=O)NCCN3CCOCC3)c[nH]c12 ?
TbREL1 inh: -1

Results for CC1CCN(C(=O)c2[nH]cnc2C(=O)NCCCCCNC(=O)OC(C)(C)C)CC1 ?
TbREL1 inh: -2

Results for O=C(NCc1ccccc1)/C(=C/c1ccccc1)NC(=O)c1ccco1 ?
TbREL1 inh: -1

How did CCOC(=O)c1csc(NC(=O)C2CCCN(S(=O)(=O)c3ccc(Br)s3)C2)n1 (stereo not drawn) do in these assays?
TbREL1 inh: 1

What do the screens show for `COc1ccccc1CNC(=O)NNC(=O)CCn1nc(C)c([N+](=O)[O-])c1C`?
TbREL1 inh: 1

What do the screens show for `NC1=NC[C@@H](Cc2ccc(O)cc2)N1CC1CCCCC1`?
TbREL1 inh: 1

Results for O=C(NC1CCCCC1)OCCN1CCN(Cc2ccccc2)CCC1=O ?
TbREL1 inh: 0

Results for CCOc1ccc(NC(=S)N2C3CCCC2CC(NC(=O)C2CC2)C3)cc1 (stereo not drawn) ?
TbREL1 inh: -4

What do the screens show for `CCOC1=C2CN(S(=O)(=O)c3ccc(C)cc3)[C@H](c3cccc4ccccc34)C[C@H]2[C@H]2C(=O)N(c3ccccc3)C(=O)[C@H]2C1`?
TbREL1 inh: -1

Results for COc1ccc(C2=NOC(Cn3nc(C(=O)NCc4ccco4)cc3-c3ccccc3)C2)cc1 (stereo not drawn) ?
TbREL1 inh: -1

Results for CCOC(=O)c1c(NC(=O)c2cc(-c3ccc(Cl)s3)nc3ccccc23)sc(C(N)=O)c1C ?
TbREL1 inh: -1

What do the screens show for `CC(=O)Nc1ccc(S(=O)(=O)N2CCN(S(=O)(=O)N3CCCCCC3)CC2)cc1`?
TbREL1 inh: -1

How did CC(O)CNC12CC3CC(CC(C3)C1)C2 (stereo not drawn) do in these assays?
TbREL1 inh: 2

Results for Cc1cc(NC(=O)c2coc(=O)c(Br)c2)ccc1C(C)C ?
TbREL1 inh: 2

How did Cc1ccc(C(=O)NC(C)c2ccc(-n3ccnc3)cc2)cc1S(=O)(=O)N1CCOCC1 (stereo not drawn) do in these assays?
TbREL1 inh: 7

How did COc1ccc(NC(=O)CN(C)C(=O)CC2CCCCC2)cc1 do in these assays?
TbREL1 inh: 9

How did c1ccc(C[C@H]2CN=C(Nc3ccccc3)N2CCC2CCCC2)cc1 do in these assays?
TbREL1 inh: 7

How did CCOC(=O)C(C)Oc1cccc2c(=O)n(CC(=O)NCc3ccc(F)cc3)ccc12 (stereo not drawn) do in these assays?
TbREL1 inh: -1

Results for COc1ccccc1C1c2[nH]c3ccccc3c2C[C@H]2C(=O)N(C3CCN(Cc4ccccc4)CC3)CC(=O)N12 (stereo partly drawn) ?
TbREL1 inh: -4

Results for CN(C)C(=O)c1cccc(-c2cc(NC=O)c3ncc(-c4ccc(F)cc4)n3c2)c1 ?
TbREL1 inh: -3

What do the screens show for `CCO[C@@H]1OC(C(=O)Nc2ccccc2)=C[C@H](c2ccc(Br)cc2)[C@H]1CCCO`?
TbREL1 inh: -2

What do the screens show for `COC(=O)c1nnn(CC(=O)Nc2cccc(Cl)c2)c1C(=O)OC`?
TbREL1 inh: 0

How did COC(=O)c1cc(-c2c(-c3cc(OC)c(OC)c(OC)c3)noc2C)cc([N+](=O)[O-])c1 do in these assays?
TbREL1 inh: -3

What do the screens show for `CCOc1ccc(CCN2C(=S)N([C@@H](Cc3ccc(O)cc3)CN3CCC[C@@H]3CN3C(=S)NC[C@@H]3Cc3ccccc3)C[C@@H]2CC(C)C)cc1`?
TbREL1 inh: -7

What do the screens show for `Cc1ccc(NCC(=O)N/N=C\c2ccc[nH]2)cc1`?
TbREL1 inh: -3

Results for O=C(O)c1ccc(Nc2nc3ccc(Cl)cc3[nH]2)cc1 ?
TbREL1 inh: 5

How did Cc1cccc(NC(=O)N2CCCCCC2)c1 do in these assays?
TbREL1 inh: 4

How did Cc1nnc(NC(=O)C23CC4CC(C)(CC(C)(C4)C2)C3)s1 do in these assays?
TbREL1 inh: -2

An excerpt from above in order of length of the SMILES, ascending:
How did Cc1cccc(NC(=O)N2CCCCCC2)c1 do in these assays?
TbREL1 inh: 4

What do the screens show for `Cc1ccc(NCC(=O)N/N=C\c2ccc[nH]2)cc1`?
TbREL1 inh: -3

How did COc1ccc(NC(=O)CN(C)C(=O)CC2CCCCC2)cc1 do in these assays?
TbREL1 inh: 9

Results for Cc1cc(NC(=O)c2coc(=O)c(Br)c2)ccc1C(C)C ?
TbREL1 inh: 2

What do the screens show for `COC(=O)c1nnn(CC(=O)Nc2cccc(Cl)c2)c1C(=O)OC`?
TbREL1 inh: 0

How did c1ccc(C[C@H]2CN=C(Nc3ccccc3)N2CCC2CCCC2)cc1 do in these assays?
TbREL1 inh: 7

How did CCOC(=O)C(C)Oc1cccc2c(=O)n(CC(=O)NCc3ccc(F)cc3)ccc12 (stereo not drawn) do in these assays?
TbREL1 inh: -1

Results for CN(C)C(=O)c1cccc(-c2cc(NC=O)c3ncc(-c4ccc(F)cc4)n3c2)c1 ?
TbREL1 inh: -3

How did Cc1ccc(C(=O)NC(C)c2ccc(-n3ccnc3)cc2)cc1S(=O)(=O)N1CCOCC1 (stereo not drawn) do in these assays?
TbREL1 inh: 7

What do the screens show for `CCO[C@@H]1OC(C(=O)Nc2ccccc2)=C[C@H](c2ccc(Br)cc2)[C@H]1CCCO`?
TbREL1 inh: -2

How did COC(=O)c1cc(-c2c(-c3cc(OC)c(OC)c(OC)c3)noc2C)cc([N+](=O)[O-])c1 do in these assays?
TbREL1 inh: -3

What do the screens show for `CCOc1ccc(CCN2C(=S)N([C@@H](Cc3ccc(O)cc3)CN3CCC[C@@H]3CN3C(=S)NC[C@@H]3Cc3ccccc3)C[C@@H]2CC(C)C)cc1`?
TbREL1 inh: -7

Next structures follow:
How did O=C(O)c1cc([N+](=O)[O-])ccc1NCc1cccnc1 do in these assays?
TbREL1 inh: 0

What do the screens show for `O=C(NCC1COc2ccccc2O1)C1C2C=CC3(CN(Cc4cccs4)C(=O)C13)O2` (stereo not drawn)?
TbREL1 inh: 6

What do the screens show for `Cc1cc(C)n(-c2nnc(NCc3ccc(Cl)cc3)nn2)n1`?
TbREL1 inh: -1

What do the screens show for `COc1cccc(/C=N/NC(=O)CN(CCc2ccccc2)S(=O)(=O)c2ccc(NC(C)=O)cc2)c1`?
TbREL1 inh: 4

What do the screens show for `COc1cc(S(=O)(=O)N2CCOCC2)cc(C(=O)OCC(=O)NCc2ccco2)c1OC`?
TbREL1 inh: -3

How did CCN(CC)CCN1C(=O)C(=O)/C(=C(/O)c2ccc(S(=O)(=O)N3CCOCC3)cc2)C1c1ccccc1 (stereo not drawn) do in these assays?
TbREL1 inh: 3

What do the screens show for `CCOC(=O)c1cc(-c2ccccc2)sc1NC(=O)CN1C(=O)NC(CC)(c2ccccc2)C1=O` (stereo not drawn)?
TbREL1 inh: 3

How did CCn1c(SCC(=O)NCCc2ccc(OC)c(OC)c2)nc2c1c(=O)n(C)c(=O)n2C do in these assays?
TbREL1 inh: -3

What do the screens show for `CCOC(=O)c1[nH]c(C)c(C(=O)NCc2ccc(OC)cc2)c1C`?
TbREL1 inh: 0

High-throughput results: PubChem BioAssay, The Scripps Research Institute Molecular Screening Center
